Screening results as filed in PubChem BioAssay.
mIAP block: blocks mouse intestinal alkaline phosphatase; purified mouse IAP, CDP-Star luminescence, 30 min; inhibition, % at 10 µM; actives 0.2% (n = 330,000); AID 2806;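 active = inhibition of at least 40% at 10 µM in the primary screen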;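 also: plate controls were DMSO with enzyme for no effect and no enzyme wells for full effect; values of inactives mirror those of a sister screen read the other way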
PfGluPho inh: PfG6PD (Plasmodium falciparum) enzyme inhibition | actives 0.78% (n = 350,000) | inhibition, % at 20 µM | PfGluPho enzyme, NADPH resazurin-diaphorase fluorescence | AID 504690;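 active = inhibition reaching at least a set limit at 20 µM in the primary screen, cut at about 59% in these data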;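 also: 0% = DMSO wells with substrate and 100% = DMSO wells lacking glucose-6-phosphate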
hIAP act: human IAP activation; actives 0.16% (n = 330,000); purified human IAP, CDP-Star luminescence, 30 min; stronger effect = higher value; 1 = vehicle-only enzyme, 0 = enzyme-free background; activation factor at 10 µM; P09923;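 active = activation factor of the enzyme at least 2-fold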; also: the source names both 10 and 20 µM as test concentration; values of inactives mirror those of a sister screen read the other way
ATG4B inhibitor: blocks human ATG4B protease cleavage of LC3 substrate; inhibition, % at 8.33 µM; actives 0.51% (n = 340,000); Q9Y4P1; AID 504462; ATG4B cleavage of LC3-PLA2, NBD-HPC fluorescence, 1 h; in the data active = inhibition above about 40%
hIAP block: blocks human intestinal alkaline phosphatase; actives 0.12% (n = 330,000); inhibition, % at 10 µM; purified IAP, CDP-Star luminescence, 30 min; P09923;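 active = inhibition reaching a set limit with compound at 10 µM in the primary screen, cut at about 35% in these data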;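 also: plate controls were DMSO wells with enzyme for no effect and no-enzyme buffer wells for full effect; values of inactives mirror those of a sister screen read the other way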
APOBEC3A inh: human APOBEC3A DNA deaminase inhibition; P31941; recombinant A3A, FAM/TAMRA ssDNA deamination fluorescence; inhibition, % at 20 µM; actives 0.41% (n = 330,000);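 active = at least 40% inhibition at 20 µM here, with at most 30% in a related deaminase screen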;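 also: plate controls were A3A with DMSO for no effect and wells lacking A3A enzyme for full effect; some results filed as inactive read as strong as hits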
HKDC1 inhibitor: blocks human hexokinase HKDC1 activity; Q2TB90; recombinant HKDC1, G6PDH/diaphorase resazurin coupled fluorescence; inhibition, % at 20 µM; actives 0.16% (n = 340,000); AID 493160;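 active = inhibition above about 35% when tested at 20 µM, limit read from the data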;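 also: plate controls were DMSO wells with enzyme for no effect and DMSO wells lacking enzyme for full effect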
Target sequence (Q2TB90 whole entry, looked up): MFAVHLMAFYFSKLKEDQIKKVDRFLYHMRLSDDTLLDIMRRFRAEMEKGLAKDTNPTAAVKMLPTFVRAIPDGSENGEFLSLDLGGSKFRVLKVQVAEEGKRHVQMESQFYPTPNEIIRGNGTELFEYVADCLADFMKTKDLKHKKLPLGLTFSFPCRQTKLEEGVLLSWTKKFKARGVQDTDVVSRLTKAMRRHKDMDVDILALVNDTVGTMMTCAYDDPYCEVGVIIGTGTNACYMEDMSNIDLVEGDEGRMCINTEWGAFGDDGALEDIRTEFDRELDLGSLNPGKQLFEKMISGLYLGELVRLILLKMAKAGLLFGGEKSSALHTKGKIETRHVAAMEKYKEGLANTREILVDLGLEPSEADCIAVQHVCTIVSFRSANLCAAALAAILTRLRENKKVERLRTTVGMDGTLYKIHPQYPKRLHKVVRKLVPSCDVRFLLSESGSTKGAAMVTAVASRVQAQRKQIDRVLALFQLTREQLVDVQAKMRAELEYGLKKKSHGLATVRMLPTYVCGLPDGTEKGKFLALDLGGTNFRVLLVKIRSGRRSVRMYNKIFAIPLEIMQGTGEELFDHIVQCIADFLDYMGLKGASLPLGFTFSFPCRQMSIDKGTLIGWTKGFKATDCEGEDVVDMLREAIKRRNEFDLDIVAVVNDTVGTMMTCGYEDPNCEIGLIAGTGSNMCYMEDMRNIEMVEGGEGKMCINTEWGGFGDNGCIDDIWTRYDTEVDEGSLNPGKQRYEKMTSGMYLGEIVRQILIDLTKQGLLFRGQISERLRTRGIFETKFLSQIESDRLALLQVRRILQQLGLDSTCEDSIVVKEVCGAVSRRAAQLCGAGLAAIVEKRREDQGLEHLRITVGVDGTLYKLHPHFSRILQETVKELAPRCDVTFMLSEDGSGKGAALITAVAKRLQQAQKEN
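Material: recombinant HKDC1 hexokinase; Amount: HKDC1 at 5 µg/mL; Medium: Tris pH 8.0 buffer with MgCl2, Tween-20, BSA, BME; Schedule: 90 min reaction incubation at room temperature, dark; Technique: coupled resazurin fluorescence, excitation 525 nm, emission 613 nm.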
mIAP activ: mouse IAP activation; muIAP, CDP-Star luminescence, 30 min; stronger effect = higher value; 1 = vehicle-only enzyme signal, 0 = enzyme-free wells; AID 2805; actives 0.24% (n = 330,000); activation factor at 10 µM;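 active = activation factor of at least 2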; also: the source names both 10 and 20 µM as test concentration; values of inactives mirror those of a sister screen read the other way
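System: Mouse IAP enzyme | Also added: CDP-Star substrate | Dosing: Compounds dispensed in DMSO | Schedule: 30 min enzyme-substrate-compound incubation at room temperature | Technique: Chemiluminescence readout | Control set: DMSO-only wells and no-enzyme negative control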
* = called active by the depositor; & = joins results of further samples. No enrichment for hits; 2.4% or so of the library scored in one or more.

hIAP block	mIAP block	PfGluPho inh	smiles	mIAP activ	ATG4B inhibitor	hIAP act	APOBEC3A inh	HKDC1 inhibitor
2	2	15	Cc1cccc(NC(=O)C2SC(=Nc3c(C)cccc3C)C(C(=O)N3CCOCC3)=C2N)c1 (stereo not given)	0.98	-7	0.98	-3	-5
10	-125	3	O=C(NCc1ccccc1)NC1(C(=O)N2CCN(c3ccccc3)CC2)CCCCC1	2.3*	-12	0.9	-1	-2
7	5	36	Nc1nc(-c2cc(Cl)cc(Cl)c2OC(F)F)cs1	0.95	3	0.93	-3	-3
6	7	29	Cc1nc(Nc2cccc(O)c2)c2oc3ccccc3c2n1	0.93	-10	0.94	-4	0
24	6	-9	COc1ccc(C(=O)/C=C/c2ccc(OC)c(Cn3nnc4ccccc43)c2)cc1	0.94	2	0.76	7	3
4	2	5	CCN(CC)c1ccc(NC(=O)/C=C/c2cc(Br)ccc2OC)cc1	0.98	0	0.96	-9	2
-11	-2	4	Cn1c(=O)c(C(=O)CN2CCCCC2)c(N)n(Cc2ccccc2)c1=O	1	-2	1.1	-2	-2
-12	0	9	Cc1cccc2c1CC(C)(C)N=C2C1=C(O)CCCC1=O	1	-10	1.1	-2	-5
21	-3	-5	N#Cc1ccccc1Sc1ccccc1C(=O)Nc1ccccc1	1	-17	0.79	0	-2
-4	-4	4	O=C(COC(=O)C(Cc1ccccc1)NC(=O)c1ccco1)NC1CC1 (stereo not given)	1	-1	1	0	-13
-12	3	-12	COc1ccc(S(=O)(=O)N(CC(=O)NC2CC2)c2ccc(C)cc2)cc1OC	0.97	-15	1.1	0	-3
-16	7	-10	CC(=O)N(Cc1ccc(F)cc1)c1cccc(C)c1C	0.93	3	1.2	-2	4
6	21	2	C=CCn1c(COc2cccc(C)c2)nnc1SCn1nnc2ccccc2c1=O	0.79	-5	0.94	-2	8
14	-2	4	O=C(COC(=O)Cc1cccs1)NCc1ccc(F)cc1	1	-4	0.86	6	-2
-6	-6	-5	C#CCOC(=O)CN1C(=O)c2cccc3cccc(c23)C1=O	1.1	-4	1.1	-7	2
-9	5	-1	OCCn1nc(-c2ccccc2)cc1-c1ccccc1	0.95	6	1.1	-6	-5
-12	0	-4	Cc1ccc(C(=O)C2CCN(CC(=O)N3CCN(c4ccc(F)cc4)CC3)CC2)cc1	1	-4	1.1	1	-7
2	7	-10	O=S(=O)(c1ccccc1)c1cnc(-c2ccccc2)nc1N1CCCC1	0.93	-4	0.98	-2	16
2	-2	10	CCN(Cc1cccs1)C(=O)CN1C(=O)NC2(CCCc3ccccc32)C1=O (stereo not given)	1	2	0.98	3	-2
-3	-3	-12	COc1cc(C(=O)N2CCC(n3cnc4cc(F)ccc43)CC2)cc(OC)c1OC	1	-8	1	8	6
-19	-1	-25	Cc1cccc(NC(=O)CNC(=O)c2ccc3nc[nH]c3c2)c1C	1	3	1.2	2	4
-4	-7	1	Cc1csc(OCc2ccc(C#N)cc2)n1	1.1	-5	1	0	-3
-4	-10	-7	Cc1cc(C)cc(NC(=O)Cn2nnc(C(=O)NCc3ccc(F)cc3)c2N)c1	1.1	-3	1	-2	-2
-3	7	8	O=S(=O)(Nn1c(O)c(C=C2N=c3ccccc3=N2)sc1=S)c1ccccc1	0.93	-3	1	-4	4
8	6	13	O=C(COC(=O)/C=C/c1cccc(Cl)c1Cl)Nc1ccc2[nH]c(=O)[nH]c2c1	0.94	-5	0.92	15	-5
-3	1	-2	Fc1ccc(-c2csc3ncnc(N4CCN(c5ccccc5)CC4)c23)cc1	0.99	-2	1	-3	2
-15	3	3	Cn1c2c(c(=O)n(C)c1=O)C(NS(=O)(=O)c1ccc(Cl)cc1)(C(F)(F)F)C(=O)N2 (stereo not given)	0.97	-2	1.2	1	-2
11	13	11	CCOC(=O)N1CCN(c2cc(N)c([N+](=O)[O-])cc2F)CC1	0.87	-5	0.89	4	-4
9	-4	-13	CCc1nnc(NC(=O)CN2CCN(C(=O)c3ccccc3)CC2)s1	1	0	0.91	0	-5
7	3	19	Nc1cccc(-n2nnnc2CN2CCOCC2)c1	0.97	6	0.93	0	-11
-4	1	2	COc1ccc(-c2csc(Nc3ccccn3)n2)cc1OC	0.99	-19	1	-8	3
-9	-1	-2	CCN1C(=O)C(=O)N(CC(=O)c2cc(C)n(C3CC3)c2C)C1=O	1	0	1.1	-4	-6
7	0	-2	CC(C)CNC(=O)COC(=O)c1ccc(Cl)c(S(=O)(=O)N2CCc3ccccc32)c1	0.99	-4	0.93	-4	15
-3	-10	-1&-1	O=C(O)CCC(=O)NCCn1c(-c2ccccc2)csc1=Nc1ccccc1	1.1	0&-2	1	-2	-4&4
2	12	16	CCN(C(=O)CCS(=O)(=O)c1cc2c(cc1Cl)NC(=O)CO2)c1ccccc1	0.88	-3	0.98	2	-5
-22	1	41	Cc1nc2c3cc(F)ccc3n(Cc3ccccc3)c2s1	0.99	2	1.2	-3	-60
3	3	6	CC(C)N1CCC(=NNc2ccc([N+](=O)[O-])cc2S(=O)(=O)N2CCOCC2)CC1	0.97	4	0.97	4	-3
2	-3	-9	C/C=C/c1ccc(OCCCN2C(=O)NC(C)(C)C2=O)c(OC)c1	1	-7	0.98	-1	-3
7	10	-5	Cc1ccc(C(=O)N/C(=C\C=C\c2ccccc2)C(=O)NCc2ccco2)cc1	0.9	-6	0.93	0	15
-9	7	10	CCc1nc2ccccc2c(C(=O)OC2CCOC2=O)c1C (stereo not given)	0.93	-12	1.1	-4	-3
28	7	30	Cc1cc(C)c2cc(C=O)c(Cl)nc2c1	0.93	3	0.72	0	-2
-1	17	-13	CCOC(=O)Cc1csc(N/N=C\c2cccc(Br)c2)n1	0.83	7	1	-2	-13
-15	4	1	COc1cccc(OCc2cc(C(=O)N3CCNC(=O)C3Cc3ccccc3)no2)c1 (stereo not given)	0.96	-9	1.1	0	-6
9	2	-19	N=c1c(C(=O)NCc2ccc(F)cc2)cc2c(=O)n3ccccc3nc2n1CCCN1CCOCC1	0.97	-8	0.91	3	3
-36	13	-36	CN(C)S(=O)(=O)c1ccc(C(=O)Nc2nnc(-c3ccc4c(c3)CCCC4)o2)cc1	0.87	-5	1.4	1	-4
16	6	10	CCNc1nc(NCC)nc(N(CC)C(N)=S)n1	0.94	-9	0.84	-1	-7
3	5	-16	CN(C)c1ccc(P(=O)(CC(=O)N/N=C/c2ccc(C#N)cc2)OCCCl)cc1 (stereo not given)	0.95	-2	0.97	-2	12
8	14	5	COC(=O)[C@@H](C)NC(=O)c1ccc2oc(CCc3ccccc3)nc2c1	0.86	7	0.92	-4	-6

Complete entries, quoted from the list:
COc1cccc(OCc2cc(C(=O)N3CCNC(=O)C3Cc3ccccc3)no2)c1 (stereo not given) is entered as hIAP block: -15; mIAP block: 4; PfGluPho inh: 1; mIAP activ: 0.96; ATG4B inhibitor: -9; hIAP act: 1.1; APOBEC3A inh: 0; HKDC1 inhibitor: -6
Cc1cc(C)c2cc(C=O)c(Cl)nc2c1 is entered as hIAP block: 28; mIAP block: 7; PfGluPho inh: 30; mIAP activ: 0.93; ATG4B inhibitor: 3; hIAP act: 0.72; APOBEC3A inh: 0; HKDC1 inhibitor: -2
CCOC(=O)Cc1csc(N/N=C\c2cccc(Br)c2)n1 is entered as hIAP block: -1; mIAP block: 17; PfGluPho inh: -13; mIAP activ: 0.83; ATG4B inhibitor: 7; hIAP act: 1; APOBEC3A inh: -2; HKDC1 inhibitor: -13

Additional records.
hIAP block	mIAP block	PfGluPho inh	smiles	mIAP activ	ATG4B inhibitor	hIAP act	APOBEC3A inh	HKDC1 inhibitor
-7	-50	16	CCOC(=O)C1(CC2CCCCO2)CCN(C(=O)Nc2ccc(C)c(C)c2)CC1 (stereo not given)	1.5	4	1.1	3	-10
-6	-8	-135	O=C1[C@@H]2[C@H](C(=O)N1n1cnnc1)[C@H]1C=C[C@@H]2C1	1.1	-11	1.1	4	-6
-15	10	-5	O=C(c1ccco1)N1CCN(Cc2cc(=O)c(OCc3ccccc3Cl)co2)CC1	0.9	-6	1.2	-3	-7
5	0	23	COc1cccc(NC(=O)c2cc(-c3ccncc3)nc3c(C)cc(C)cc23)c1	1	-14	0.95	-9	-4
0	-15	6	CCOc1ccc(CC(=O)NC2CC(C)(C)N(C)C(C)(C)C2)cc1OCC	1.1	-3	1	-2	-5
-21	25	-18	O=C(N/N=C\c1cc(Br)ccc1O)c1ccc(S(=O)(=O)N2CCCCC2)cc1	0.75	4	1.2	-9	-29
2	-14	-8	COc1ccc(C2=NOC(Cn3nc(C(=O)NCC4CC4)cc3-c3ccccc3)C2)cc1 (stereo not given)	1.1	-10	0.97	-2	-2
-16	-7	3	O=C(Nc1cc(-c2ccccc2)[nH]n1)c1ccccc1F	1.1	1	1.2	7	0
-7	-1	-9	O=c1[nH][nH]c(=O)c2c(NS(=O)(=O)c3ccccc3)cccc12	1	2	1.1	1	0
2	-4	-3	COc1ccc(OC)c(/C=N/NC(=O)c2cccc3ccccc23)c1	1	-6	0.98	4	-2
5	1	8	O=C(c1ccccc1Oc1ccccc1)N1CCN(c2ccccc2)CC1	0.99	-3	0.95	-4	-2
4	-4	33	CSCCC(NC(=O)c1ccccc1)C(=O)OCC(=O)Nc1ccc(C)c(Cl)c1 (stereo not given)	1	-30	0.96	3	1
20	2	22	Cc1ccc(CN2[C@@H](CC3CCCCC3)COCCS2(=O)=O)cc1	0.98	-7	0.8	-2	1
10	14	-10	Cn1c(=O)c2c(ncn2CC(=O)N(Cc2ccccc2)c2ccccn2)n(C)c1=O	0.86	1	0.9	-2	-6
-26	-6	7	O=C(Nc1ccc2c(c1)CN(Cc1ccccc1O)CC2)C1CCCO1 (stereo not given)	1.1	-1	1.3	-6	-9
-2	-8	-2	O=C(N/N=C/c1cnc(N2CCOCC2)s1)c1ccccc1	1.1	6	1	-3	-11
